GAA inh – blocks human lysosomal alpha-glucosidase; P10253; purified human GAA, 4-MU-alpha-glucoside fluorescence; Potency, µM (series often up to 76.9 µM), for inactives: at the top dose activity change, negative = inhibition, actives largely listed as inhibitors; 200,000 compounds, 0.005% hits; AID 1466;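 further: plate controls were uninhibited enzyme wells for no effect and no-enzyme background for full effect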
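Read-out is 4-methylumbelliferone fluorescence (Ex 365/Em 440 nm) after NaOH/glycine stop at pH 10. Enzyme 4 nM, substrate 400 uM, pH 5.0 citrate buffer, 20 min room temperature; AC50 from Hill-equation concentration-response.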
HttQ103 aggreg – inhibitors of mutant huntingtin aggregate formation in PC12 cells; PC12 HttQ103-GFP aggregates, Acumen cytometry, 40 h; Potency, µM (titrated, usually from 46.1 µM), inactives show at the top dose activity change, negative = inhibition, usual class: inhibitors; 220,000 compounds, 1.1% hits; further: on the % scale 0 is the no-effect control and ±100 the full control effect; nearly all actives have a fitted effect of over 60% in size
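Aggregates are detected as GFP objects 1–25 µm with signal 6 STDEV over background in lysates of induced PC12 cells. These carry Huntingtin exon 1 with 103 glutamines fused to GFP under an ecdysone promoter; compounds titrated.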
HTT cytoprotect – cytoprotection in Huntington HTT-Q103 PC12 cell model. 230,000 compounds, 0.14% hits. Potency, µM (series often up to 56.4 µM), without a hit: cytoprotection (ATP increase), actives largely listed as activators. PC12 HTT-Q103 induced, cytoprotection, ATP luminescence, 40 h. AID 1471;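 further: % of control where 0% means no effect; nearly all actives have a fitted effect of over 45% in size; toxic huntingtin expression switched on by the ecdysone agonist tebufenozide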
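Readout: ATPlite luminescence (ATP level). Model: stable PC12, inducible Htt exon1 Q103-GFP. Inducer: tebufenozide, 100 nM final. Compounds: dose series. No G418 in medium.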
GoLoco inh red – RGS12 GoLoco-Gai1 interaction inhibition; P63096; Gai1:RGS12 GoLoco peptide FP, rhodamine, 10 min; Potency, µM (highest dose often 61.6 µM), without a hit: at the highest dose activity, negative = inhibition, usual class: inhibitors; 230,000 compounds, 0.44% hits; AID 880; active means well fitted inhibition curve with a large enough effect, not every such curve was filed as active; inactive means no such curve, though single readings can be large or run the other way; further: on the % scale 0 is the no-effect control and ±100 the full control effect; nearly all actives have a fitted effect of over 30% in size; many of its hits are not listed in these tables
Target sequence (P63096 whole entry, looked up): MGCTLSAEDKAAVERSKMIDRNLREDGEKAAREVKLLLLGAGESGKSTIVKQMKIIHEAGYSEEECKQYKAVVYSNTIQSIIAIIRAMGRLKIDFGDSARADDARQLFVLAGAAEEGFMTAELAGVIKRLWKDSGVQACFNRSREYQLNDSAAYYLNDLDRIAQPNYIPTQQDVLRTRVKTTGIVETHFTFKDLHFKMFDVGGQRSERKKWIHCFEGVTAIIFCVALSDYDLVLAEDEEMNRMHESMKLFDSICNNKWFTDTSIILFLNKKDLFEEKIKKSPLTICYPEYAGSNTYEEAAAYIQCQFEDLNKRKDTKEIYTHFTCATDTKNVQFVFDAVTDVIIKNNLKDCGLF
GAA glycogen mod – GAA glycogen-cleavage inhibition or activation. recombinant GAA, glycogen substrate, Amplex Red glucose oxidase fluorescence. Potency, µM (top dose mostly 76.4 µM), for inactives: at the top dose activity change, negative = inhibition, actives largely listed as inhibitors. 300,000 compounds, 0.38% hits. AID 2100;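 further: 0% = full enzyme reaction and -100% = no-enzyme basal signal; the screen sought inhibitors and activators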
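Recombinant human alpha-glucosidase (4 nM final) hydrolysed bovine liver glycogen (30 ug) for 40 min at 37 C in pH 5.0 citrate/phosphate with 0.01% Tween-20. Released glucose detected by glucose oxidase/Amplex Red, Ex 573/Em 610 nm. Compounds up to 77 uM; AC50 from Hill fits.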
GAA spleen mod – inhibitors or activators of human alpha-glucosidase in spleen homogenate; P10253; human spleen homogenate, 4-MU-alpha-glucoside fluorescence; Potency, µM (series often up to 79.9 µM), for inactives: top-dose activity change, negative = inhibition, most hits filed as inhibitors; 240,000 compounds, 0.006% hits;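 further: 0% = enzyme with vehicle and -100% = no enzyme basal signal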
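Human spleen homogenate (1 ug) with 4-methylumbelliferyl-alpha-D-glucopyranoside (1 mM final) in 50 mM citrate/phosphate pH 5.0, 0.01% Tween-20; 40 min at 37 C. Stopped at pH 10; 4-MU fluorescence Ex 365/Em 440 nm; AC50 by Hill fit.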
IMPase Li inh – membrane-permeable IMPase blocker, potentiated with lithium | CHO-M1 cells, IP1 TR-FRET (IP-One), carbachol + lithium | Potency, µM (series often up to 59.4 µM), for inactives: at the top dose activity, negative = IMPase inhibition, actives largely listed as inhibitors | 210,000 compounds, 0.35% hits | AID 1457;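 further: IP1 builds up when IMPase is blocked and the TR-FRET signal falls; plate controls were basal vehicle for no effect and high inhibitor control for full effect; nearly all actives have a fitted effect of over 50% in size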
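CHO cells stably expressing M1 receptor (2000/well, cultured 16–30 h) treated 30 min at 37C with compound plus low lithium. Cytosolic IP1 by TR-FRET (665/620 ratio and 620 channel) after 10 min lysis; AC50 by Hill fit.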
Starred values were filed as active, the others as inactive; ? = inconclusive; · = not tested or not shown; & = joins results of further samples; [ ] = remark or other dose. Unless noted, the call rests on the fitted dose curve; in most records, active means well fitted curve in the direction sought with a large enough effect; inconclusive means small, poorly fitted or top-dose-only effect, or another doubt; inactive means no such curve, though single readings can be large; an effect the other way counts as inactive or inconclusive. Potency means the concentration at half of the fitted maximal effect. Only part of the results is shown (hit frequency here may not be typical).

SMILES	GAA inh	HttQ103 aggreg	HTT cytoprotect	GoLoco inh red	GAA glycogen mod	GAA spleen mod	IMPase Li inh
COc1cc(OC)c2c(c1)OC(c1ccccc1)CC2=O (stereo not drawn)	·	·	-39%[inhibitor][1.9 µM]	3%	·	3%	7%
O=C1N(C2CCCC2)C[C@@H]2C[C@@H](c3cccn3-c3ccccn3)N3CCC[C@@]123	·	-4%[9.22 µM]	1%[10 µM]	1%	2%	4%	8%
CCN(Cc1ccccc1)S(=O)(=O)c1ccc(S(=O)(=O)N(Cc2ccccn2)Cc2ccco2)cc1	0%	-9%	-14%	-10%	1%	-2%	22%[38.3 µM]
CCCOc1ccc(-c2nc(OCC)c3ccccc3n2)cc1	?	-10%	-15%	2%	3%	-12%	17%[38.3 µM]
O=C(Oc1ccc2c(c1)OCO2)c1ccc(Br)c(S(=O)(=O)N2CCOCC2)c1	-13%	-19%	0%	2%	-6%	2%	22%[38.3 µM]
C=CCOC(=O)C1=C(C)OC(N)=C(C#N)C1c1ccco1 (stereo not drawn)	·	-14%[9.22 µM]	9%[10 µM]	3%	3%	5%	·
Cc1ccccc1Nc1nn2c(=O)c3ccccc3nc2s1	3%	-5%	-32%	15%	11%	-8%	0%[38.3 µM]
CC(C)CCN(CCC(C)C)C(=O)Cc1c(O)c2ccccc2[nH]c1=O	·	-6%[9.22 µM]	-16%[10 µM]	23%	-5%	0%	·
COc1ccc2[nH]cc(CCNc3cc(-c4ccccc4C)ncn3)c2c1	·	·	6%	9%	·	4%	23%
COc1ccc(-c2cc(C(F)(F)F)n3nc(C(=O)O)cc3n2)cc1OC	-6%	23%	-27%	7%	13%	7%	-4%[38.3 µM]
CCN(CC)CCNc1nc(-c2ccc(OC)cc2)c(-c2ccc(OC)cc2)s1	-11%	-6%[9.22 µM]	-9%[10 µM]	9%	?	8%	·
CN1CCN(CCC(=O)Nc2cccc(Br)c2)CC1	·	5%[9.22 µM]	7%[10 µM]	6%	7%	1%	·
CN(C)CCOc1cccc(Br)c1	-5%	21%	-41%[inhibitor]	-7%	2%	2%	12%
O=C(c1ccc2c(c1)OCO2)C1CCCN(Cc2cn[nH]c2-c2cccc(F)c2)C1 (stereo not drawn)	6%	12%[9.22 µM]	8%[10 µM]	-2%	10%	-6%	13%
Cc1ccc(NC(=O)C(=O)NCCN2CCN(C(=S)Nc3ccccc3)CC2)cc1	11%	13%	8%[10 µM]	8%	1%	0%	-5%

Part of the list above, as labelled records.
> CCN(CC)CCNc1nc(-c2ccc(OC)cc2)c(-c2ccc(OC)cc2)s1
  GAA inh: -11% | HttQ103 aggreg: -6%[9.22 µM] | HTT cytoprotect: -9%[10 µM] | GoLoco inh red: 9% | GAA glycogen mod: ? | GAA spleen mod: 8% | IMPase Li inh: ·

> CN1CCN(CCC(=O)Nc2cccc(Br)c2)CC1
  GAA inh: · | HttQ103 aggreg: 5%[9.22 µM] | HTT cytoprotect: 7%[10 µM] | GoLoco inh red: 6% | GAA glycogen mod: 7% | GAA spleen mod: 1% | IMPase Li inh: ·

> CN(C)CCOc1cccc(Br)c1
  GAA inh: -5% | HttQ103 aggreg: 21% | HTT cytoprotect: -41%[inhibitor] | GoLoco inh red: -7% | GAA glycogen mod: 2% | GAA spleen mod: 2% | IMPase Li inh: 12%

Remaining list, next part
SMILES	GAA inh	HttQ103 aggreg	HTT cytoprotect	GoLoco inh red	GAA glycogen mod	GAA spleen mod	IMPase Li inh
CCCc1cc(C(N)=O)c(NC(=O)c2ccco2)s1	-15%	1%	-3%[10 µM]	7%	1%	-6%	0%[38.3 µM]
COc1ccc(Oc2ncc3nc(CCc4ccccc4)c(=O)n(C4CC4)c3n2)cc1	·	·	30%	0%	·	10%	2%
CC(C)c1ccccc1NC(=O)CCc1nc2ccccc2s1	2%	1%	12%[10 µM]	27%	13%	12%	5%
COc1cc(NS(=O)(=O)c2ccc(NC(=O)/C(=C\c3ccccc3OC)NC(=O)c3ccccc3)cc2)nc(OC)n1	-6%	22%	-3%[10 µM]	1%	0%	-2%	0%
CCN(CC)C(=O)Cn1cnc2c1c(=O)n(C)c(=O)n2C	0%	3%	23%	-10%	6%	-3%	21%[38.3 µM]
COc1ccc(CNc2ncnc(N)n2)cc1	-4%	-21%	-5%	-12%	5%	-5%	17%[38.3 µM]
CCC(=O)Nc1ccc2c(c1)nc(CCN1CCN(c3ccccc3)CC1)n2C	·	-8%[9.22 µM]	15%[10 µM]	2%	2%	5%	·
CC(C)NC(=O)c1cc2cc(Br)ccc2oc1=O	1%	?	-6%[10 µM]	16%	1%	-3%	-21%[38.3 µM]
CCOC(=O)C1CCN(S(=O)(=O)c2cccc(-c3cn4cccc(C)c4n3)c2)CC1	-11%	-10%	-30%[0.074 µM]	8%	-6%	-6%	32%[activator][38.3 µM]
COc1ccc(NC(=O)N2CC[C@@]3(CCCN(C(=O)c4c(C)noc4C)C3)C2)cc1	·	·	4%	-6%	·	6%	-2%
CCN(CC)C(=O)N1CCN(S(=O)(=O)c2ccc(C)c(C)c2)CC1	-17%	-10%	1%[0.074 µM]	-1%	-5%	-5%	16%[38.3 µM]
COc1cc(C)nc(N(Cc2ccccc2)S(=O)(=O)c2ccccc2)n1	-5%	-7%	0%[0.074 µM]	-4%	-3%	-21%	42%[activator][38.3 µM]
Fc1ccc(C2CC(c3ccco3)=NN2c2ccccc2)cc1 (stereo not drawn)	-9%	11%	-21%	-28%	-9%	11%	-1%[38.3 µM]
Cc1ccc(S(=O)(=O)N2CCCSCC2)cc1	2%	-5%	-16%	7%	5%	1%	-10%[38.3 µM]
CC(C)CCn1c2ccccc2c2cc(CC(N)=O)ccc21	·	-4%[9.22 µM]	-1%[10 µM]	-3%	1%	-7%	·
CCOc1cc(-c2nc(-c3ccccc3OC)no2)cc(OCC)c1OCC	-13%	-13%	-18%	-8%	-4%	-7%	28%[38.3 µM]
FC(F)Sc1ccc(Nc2ncnc3nc[nH]c23)cc1	-1%	?	16%[10 µM]	6%	0%	-1%	7%
COc1cc(-c2[nH]nc3c2C(c2ccoc2)C(C#N)=C(N)O3)cc(OC)c1OC (stereo not drawn)	-2%	8%	-15%[10 µM]	14%	?	-8%	6%
Cc1nn(CC(=O)N2CCN(Cc3ccccc3)CC2)c(=O)c2ccccc12	?	-3%	-3%	2%	2%	-6%	15%[38.3 µM]
Cc1ccc(NC(=O)COc2ccc(/C=N/NC(=O)CSCc3ccccc3)cc2)cc1	7%	-2%	8%[10 µM]	7%	8%	-18%	5%[38.3 µM]
COCC(=O)NNC(=O)c1ccc(OC)cc1	-13%	12%	-28%	9%	-7%	3%	6%
O=S(=O)(NCc1ccco1)c1cnc(Cl)c(Cl)c1	·	13%[9.22 µM]	3%[10 µM]	3%	-2%	-8%	·
CC(C)C(=O)Nc1ccc2nn(-c3ccccc3)nc2c1	6%	8%[9.22 µM]	-144%[inhibitor]	7%	15%	3%	-1%
COc1cccc(CN2CCN(Cc3c(C)nn(C(C)C)c3C)CC2CCO)c1 (stereo not drawn)	-1%	8%[9.22 µM]	-7%[10 µM]	18%	14%	-2%	32%[activator]
O=C(O)CCn1cnc2c(=S)nc[nH]c21	·	·	11%[10 µM]	1%[14.2 µM]	·	·	1%
CCC(C)NS(=O)(=O)c1ccc(OCC(=O)N2CCCC2)cc1 (stereo not drawn)	1%	3%	20%[10 µM]	7%	3%	-2%	8%
COc1ccccc1C(=O)NNC(=S)NC(=O)c1cc(OC)c(OC)c(OC)c1	-4%	-9%[9.22 µM]	-6%	16%	-22%	-5%	4%
N#C/C(=C(/N)Sc1ccc(N)cc1)c1ccccc1C(F)(F)F	·	·	-46%[inhibitor]	-4%	·	4%&3%	-2%
COc1cccc(C2CC(c3ccccc3)Nc3ncnn32)c1 (stereo not drawn)	-3%	5%	-8%	-4%	-7%	3%	38%[activator][38.3 µM]
COc1ccc(NC(=O)COC(=O)c2cc(SC)ccc2Cl)c(OC)c1	0%	-15%	27%[10 µM]	5%	12%	-2%	?
Cc1ccc(C(=O)N/N=C\c2ccc[nH]2)cn1	0%	3%	-19%	5%	2%	0%	29%[38.3 µM]
Cc1sc2ncnc(N3CCC(C(=O)Oc4cccc(Cl)c4Cl)CC3)c2c1C	-6%	?	-46%	1%	3%	-2%	17%
CCOC(=O)c1c(C)cccc1OCC(N)=O	-6%	4%	-21%[10 µM]	-3%	-3%	0%	7%
CC(C)(C)c1nc2cc(Cl)c([N+](=O)[O-])cc2o1	15%	25%[9.22 µM]	33%[10 µM]	-4%	5%	-6%	10%
CC(C)COc1ccc(S(=O)(=O)NNC(=O)c2cc3ccccc3o2)cc1	0%	-1%	2%[10 µM]	3%	?	9%	0%
O=C(c1ccco1)N1CCCN(Cc2cn[nH]c2-c2ccc(-c3ccccc3)cc2)CC1	?	18%[9.22 µM]	-2%[10 µM]	0%	0%	2%	13%
COc1ccc(Cn2c3ccc(OC)cc3c3nc4ccccc4nc32)cc1	8%	-12%	-16%[10 µM]	5%	14%	-4%	8%
COC(=O)/C=c1/s/c(=C(\C#N)C(=O)NCc2ccco2)n(-c2ccc(C)cc2)c1=O	0%	-9%	-14%[0.074 µM]	·	7%	4%	·
COc1ccc(S(=O)(=O)Nc2ccccn2)cc1C	11%	-4%[9.22 µM]	-9%[10 µM]	9%	0%	2%	-3%
O=C(O)/C=C1\CCCc2ccccc2C1O (stereo not drawn)	·	·	1%	3%	·	9%	-13%
COc1cccc(OCC(O)CN2CCOCC2)c1 (stereo not drawn)	-3%	-2%	-8%	3%	10%	-3%	4%[38.3 µM]
Cn1ncc2c(Nc3ccccc3Br)ncnc21	-9%	-22%	-1%[10 µM]	1%	4%	3%	13%[38.3 µM]
Cc1ccccc1C(=O)NC1CCN(CC(=O)Nc2ccc3c(c2)OCO3)CC1	-7%	-3%	-42%[inhibitor]	1%	2%	5%	9%
COc1ccc(-n2c(O)c(Cc3ccccc3)c(=O)n3nc(-c4ccccc4)c(=O)cc23)cc1	2%	-13%	3%[10 µM]	13%	-5%	2%	-16%
CNc1ccc(/C=C2\COc3ccccc3C2=O)cc1[N+](=O)[O-]	-3%	8%	2%	7%	6%	-3%	27%[38.3 µM]
CC[C@@H]1CC=C[C@H]2[C@H]1C(=O)N(Cc1ccccc1)[C@H]2c1ccc(OC)c(Cl)c1	·	-34%[9.22 µM]	-45%[10 µM]	7%	-11%	-2%	·
CCOC(=O)C1CCCCN1C(=O)CCc1c(C)nc2cc(-c3ccccc3)nn2c1C (stereo not drawn)	-4%	2%	-8%	6%	7%	8%	10%[38.3 µM]
O=C(Nc1nc(=O)c2ccccc2s1)c1ccccc1	0%	28%	14%	2%	4%	-3%	7%[38.3 µM]
